From PubChem
HTR5A ag ctr = HTR5A agonists in luminescence cell assay, primary screen, counter-screen for OPRM1-OPRD1 heterodimer agonist project, full-deck HTS; cell-based; activation, % at 9.3 µM; 340,000 compounds, 0.61% hits; AID 504692, 2011; in the data active = activation mostly above about 9.5%, no sharp cut-off; inactive = mostly below about 7.6%;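 note: 0% = cells with vehicle only and 100% = reference agonist; strong numbers were not always called active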
phage Ecoli inh = growth loss of phage-infected E. coli, primary screen, RecBCD inhibitor project, absorbance, with phage, HTS; inhibition, % at 11.9 µM; 360,000 compounds, 0.26% hits; AID 651602, 2012; in the data active = inhibition above about 11%
Ecoli viability = E. coli V3065 growth inhibition, primary screen, counter-screen for AddAB inhibitor project, absorbance, OD600; AID 449728, 2010; 18 h; inhibition, % at 11.9 µM; 330,000 compounds, 0.27% hits;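 active = inhibition above the campaign's mean inhibition across all tested compounds plus 3 SD, cut at about 9.9% in these data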;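 note: uninfected addAB+ strain grown without phage in ampicillin broth; 0% = DMSO wells and 100% = ciprofloxacin 0.95 µg/ml wells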
AddAB inh = growth inhibition of E. coli expressing H. pylori AddAB, primary screen, AddAB inhibitor project, absorbance; inhibition, % at 11.9 µM; 330,000 compounds, 0.29% hits; AID 435030, 2010; in the data active = inhibition above about 12%;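 note: 0% = vehicle wells of infected cells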
MOR-DOR ag = agonists of OPRM1-OPRD1 heterodimerization, primary screen, cell-based, luminescence | Mu-type opioid receptor (Homo sapiens) + Delta-type opioid receptor (Homo sapiens), … | cells | activation, % at 9.3 µM | 340,000 compounds, 0.3% hits | AID 504326, 2011; in the data active = activation above about 18%;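 note: 0% = vehicle-treated cells and 100% = reference agonist; values of inactives mirror those of a sister screen read the other way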
DSG3 Ab inh = inhibitors of pemphigus antibody binding to DSG3, primary screen, biochemical, bead-based, flow cytometry, scFv-GFP | DSG3-coupled beads, scFv-anti-DSG3-GFP binding; hits give low values | binding (percent of control), % at 10 µM | 310,000 compounds, 0.48% hits;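 active = binding more than 3 SD below its plate's average and above zero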;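 note: hits lower antibody fragment binding to DSG3; some compounds called inactive have numbers as strong as hits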
Target sequence (P32926 whole entry, looked up, the tested form may be a part): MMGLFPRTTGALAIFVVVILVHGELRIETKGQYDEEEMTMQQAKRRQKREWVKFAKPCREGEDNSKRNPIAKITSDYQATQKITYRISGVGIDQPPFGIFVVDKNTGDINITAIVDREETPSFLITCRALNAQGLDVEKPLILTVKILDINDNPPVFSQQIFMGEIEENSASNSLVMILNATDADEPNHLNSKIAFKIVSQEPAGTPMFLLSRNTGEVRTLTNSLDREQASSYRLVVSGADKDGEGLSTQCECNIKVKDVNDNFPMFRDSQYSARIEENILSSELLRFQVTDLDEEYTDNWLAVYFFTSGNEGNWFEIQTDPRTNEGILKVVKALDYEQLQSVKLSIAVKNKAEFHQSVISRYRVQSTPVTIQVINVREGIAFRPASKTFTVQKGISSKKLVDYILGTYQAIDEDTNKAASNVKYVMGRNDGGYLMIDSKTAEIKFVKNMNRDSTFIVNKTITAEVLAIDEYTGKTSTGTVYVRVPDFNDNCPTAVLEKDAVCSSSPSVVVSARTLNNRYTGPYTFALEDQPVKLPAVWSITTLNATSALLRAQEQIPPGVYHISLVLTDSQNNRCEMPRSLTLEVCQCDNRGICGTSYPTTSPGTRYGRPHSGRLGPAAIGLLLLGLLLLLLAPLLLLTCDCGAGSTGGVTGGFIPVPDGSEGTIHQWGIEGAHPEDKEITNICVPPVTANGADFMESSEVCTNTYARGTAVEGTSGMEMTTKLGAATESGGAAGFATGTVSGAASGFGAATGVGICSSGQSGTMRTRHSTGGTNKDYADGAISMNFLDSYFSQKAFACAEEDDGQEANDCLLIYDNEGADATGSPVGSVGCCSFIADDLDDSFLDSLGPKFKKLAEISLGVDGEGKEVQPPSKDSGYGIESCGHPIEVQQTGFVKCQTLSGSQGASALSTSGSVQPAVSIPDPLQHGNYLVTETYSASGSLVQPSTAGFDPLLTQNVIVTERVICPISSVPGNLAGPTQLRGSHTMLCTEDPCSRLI
PKA-R1A activ = activators of PKA-R1A holoenzyme, primary screen, biochemical, fluorescence polarization, Cy5-IP20, bovine R1A, mouse PKAc | cAMP-dependent protein kinase type I-alpha regulatory subunit (Bos taurus) + … | PKA-R1A dissociation; scaled: DMSO 0%, 113 µM cGMP 100% | activation, % at 11.4 µM | 340,000 compounds, 0.083% hits;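 active = percent activation above the mean of all tested compounds plus 3 SD, cut at about 19% in these data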;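 note: higher means more PKAc released from R1A so a rise in polarization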
OPRM1-OPRD1 inv = inverse agonists of MOR-DOR heterodimerization, primary screen, cell-based, luminescence; inhibition, % at 9.3 µM; cell-based MOR-DOR heterodimer luminescence, inverse agonism; AID 504357, 2011; 340,000 compounds, 0.21% hits; Mu-type opioid receptor (Homo sapiens) + Delta-type opioid receptor (Homo sapiens), …; in the data active = inhibition above about 22%, passing the limit was not always enough;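 note: 0% = cells with DMSO and 100% = wells without cells with DMSO; values of inactives mirror those of a sister screen read the other way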
PfHsp90 yeast 2 = growth inhibition of PfHsp90-expressing yeast, primary screen, antimalarial PfHsp90 inhibitor project, S. cerevisiae, BacTiter-Glo luminescence, single point, set 2; BacTiter-Glo ATP, 48 h; yeast lacking PDR1 and PDR3 efflux regulators; inhibition, % at 9.4 µM; 310,000 compounds, 0.32% hits;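 active = every replicate shows inhibition above about 80%, whatever the replicate mean, limit read from the data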;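 note: 0% = DMSO neutral controls and 100% = 20 µM radicicol positive controls; yeast relying on Plasmodium falciparum Hsp90 in place of its own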
HTR5A inv ag = HTR5A inverse agonists in luminescence cell assay, primary screen, counter-screen for OPRM1-OPRD1 heterodimer inverse agonist project, full-deck HTS. 5-hydroxytryptamine receptor 5A (Homo sapiens), P47898. HTR5A cell line, inverse agonism. inhibition, % at 9.3 µM. 340,000 compounds, 0.083% hits; in the data active = inhibition mostly above about 23%, no sharp cut-off; inactive = mostly below about 18%;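 note: 0% = cells with DMSO and 100% = no-cell wells with DMSO; some compounds called inactive have numbers as strong as hits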
Mot1-301 SUMO = yeast Mot1-301 growth rescue at high temperature, primary screen, SUMOylation pathway inhibitor project, S. cerevisiae, ATP luminescence, 38.5C | 320,000 compounds, 1% hits | S. cerevisiae Mot1-301 growth rescue; percent above DMSO median, 100 means doubled | growth rescue, % at 18.8 µM;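 active = every valid replicate shows activation above 250% relative to neutral control wells; inactive = the rest, any valid replicate at or below 250%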;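 note: OY570 slx delta 5 strain wells were the positive control but not used for scaling; some compounds called inactive have numbers as strong as hits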
Numbers without * were called inactive; . = no result given.

SMILES	HTR5A ag ctr	phage Ecoli inh	Ecoli viability	AddAB inh	MOR-DOR ag	DSG3 Ab inh	PKA-R1A activ	OPRM1-OPRD1 inv	PfHsp90 yeast 2	HTR5A inv ag	Mot1-301 SUMO
Cc1ccc(C(=O)CCC(=O)NC2CCCC(C)C2C)cc1 (stereo not given)	4	0.2	1.8	-1.2	-4.5	100	6	23	-7	-9	1
Cc1ccc2nc(SCC(=O)c3ccc(Cl)s3)[nH]c2c1	3	5.0	-1.1	1.6	-0.1	111	-9	1	-13	3	-13
COc1ccc(CN2C(=O)CC(Cc3cc(C)cc(C)c3)C2=O)cc1OC (stereo not given)	0	-2.2	-1.2	0.9	-1.7	114	-20	9	1	-10	-12
Cc1ccccc1SCC(=O)OCC(=O)Nc1sccc1C(N)=O	2	-1.3	-2.2	1.2	1.5	99	6	-8	-16	-18	0
Cc1csc(NC(=O)CSc2nc(C)nc3c2c(=O)n(C)c(=O)n3C)n1	1	0.9	-0.1	-1.9	-1.4	93	8	8	-5	-3	-8
CCC(CC)c1nnc(NC(=O)c2nn(C)c(=O)c3ccccc23)s1	-3	.	0.2	0.7	-0.2	120	-1	1	.	7	-4
N#Cc1ccc(C(=O)NCC(c2ccco2)N2CCCC2)cc1 (stereo not given)	3	1.8	0.6	1.9	-0.1	.	-13	0	8	-7	-1
CC1CCN(C(=O)c2[nH]cnc2C(=O)N[C@@H](CCCCNC(=O)OC(C)(C)C)C(=O)OC(C)(C)C)CC1	0	1.6	-0.2	1.3	-0.2	99	-8	1	19	-11	7
CC(C)(C)c1cc(NCc2ccccn2)n2ncc(-c3ccccc3)c2n1	3	-3.2	0.0	-3.3	0.1	102	-9	-1	108*	19	-47
COCCCNCCOCCOc1ccc(Cl)cc1Br	4	1.4	1.4	7.0	-1.9	97	7	12	-34	-22	114

Retrieved by structure from above:
SMILES	HTR5A ag ctr	phage Ecoli inh	Ecoli viability	AddAB inh	MOR-DOR ag	DSG3 Ab inh	PKA-R1A activ	OPRM1-OPRD1 inv	PfHsp90 yeast 2	HTR5A inv ag	Mot1-301 SUMO
COc1ccc(CN2C(=O)CC(Cc3cc(C)cc(C)c3)C2=O)cc1OC (stereo not given)	0	-2.2	-1.2	0.9	-1.7	114	-20	9	1	-10	-12
CC1CCN(C(=O)c2[nH]cnc2C(=O)N[C@@H](CCCCNC(=O)OC(C)(C)C)C(=O)OC(C)(C)C)CC1	0	1.6	-0.2	1.3	-0.2	99	-8	1	19	-11	7

Going on with the list:
SMILES	HTR5A ag ctr	phage Ecoli inh	Ecoli viability	AddAB inh	MOR-DOR ag	DSG3 Ab inh	PKA-R1A activ	OPRM1-OPRD1 inv	PfHsp90 yeast 2	HTR5A inv ag	Mot1-301 SUMO
Cc1ccc(C(=O)NC(C(=O)OCc2cn3cc(Cl)ccc3n2)C(C)C)cc1 (stereo not given)	0	1.5	-0.2	4.5	-2.4	.	-1	9	14	-1	-4
CC1(C)C(CC2OCC(CN3CCCCC3)O2)[C@H]2CC[C@@H]1C2 (stereo not given in full)	0	1.2	-0.2	0.3	-0.2	.	-4	1	-6	0	37
Cc1ccc(NC(=O)O/N=C/c2ccc(F)cc2)cc1	-1	3.5	-0.5	1.0	0.1	113	3	-1	1	6	327
N#CC1=C(N)Oc2n[nH]c(-c3ccccc3)c2C1c1cccnc1 (stereo not given)	-3	0.8	-0.4	2.3	-2.9	.	-3	17	-3	9	2
CC(C)CC(COCc1ccc([N+](=O)[O-])cc1)N1CCN(C(=O)c2ccc(C(F)(F)F)cc2)CCC1=O (stereo not given)	5	1.4	-3.9	2.6	2.2	102	5	-12	.	-12	-11
CCCNC(=O)c1c(N)n(-c2cccc(OC)c2)c2nc3ccccc3nc12	-6	0.9	-0.8	-0.5	2.2	137	0	-11	.	16	55
COC(=O)c1cc(C)ccc1OCc1ccc([N+](=O)[O-])cc1	2	2.5	-3.2	1.2	-2.2	105	-2	11	12	-21	-18
COc1cccc(N2C(=O)C3CCCN3C2c2ccc(N(C)C)cc2)c1 (stereo not given)	0	0.5	3.0	5.9	-3.9	120	-1	19	-2	0	-10
Cn1c(=O)c2ncn(CC(=O)NC3CCCCCC3)c2n(C)c1=O	.	1.3	-0.6	3.2	.	103	-1	.	-4	.	-14
CCOC(=S)N/C(=N\S(=O)(=O)c1ccccc1)c1ccccc1	-1	3.8	1.3	2.8	-1.3	107	-1	8	-15	11	-8

(cont.)
SMILES	HTR5A ag ctr	phage Ecoli inh	Ecoli viability	AddAB inh	MOR-DOR ag	DSG3 Ab inh	PKA-R1A activ	OPRM1-OPRD1 inv	PfHsp90 yeast 2	HTR5A inv ag	Mot1-301 SUMO
Cc1ccc(SCc2nc(N)nc(Nc3ccccc3C)n2)cc1C	3	1.2	-3.0	-0.7	3.8	101	-8	-27	-73	-10	14
CC12CC3CC(C)(C1)CC(C(O)CN1CCOCC1)(C3)C2 (stereo not given)	-2	0.1	-0.5	0.8	3.7	107	-5	-17	2	6	-3
COC(=O)c1c(C)[nH]c(C(=O)COC(=O)CCNS(=O)(=O)c2cccc(C(F)(F)F)c2)c1C	-4	1.1	-0.9	2.0	4.7	84	-9	-19	-40	9	-3
CC1CCC(C(C)C)C(OC(=O)COC(=O)c2ccc(=O)[nH]c2)C1 (stereo not given)	0	0.8	-2.8	-3.0	5.9	101	-2	-31	-19	-32	-8
Cc1c(NC(=O)C(C)OC(=O)CNC(=O)c2ccccc2)c(=O)n(-c2ccccc2)n1C (stereo not given)	0	3.1	-1.7	0.3	-1.9	104	-5	10	.	14	-6
CC1(C)CC(=O)C2=C(C1)OC(N)=C(C#N)C2Cc1ccccc1 (stereo not given)	1	3.1	-0.1	-0.5	0.3	99	7	-1	.	14	3
COC(=O)[C@H](CC(C)C)NCc1cccc(CN[C@@H](CC(C)C)C(=O)OC)c1	4	2.5	1.5	3.6	6.8	103	0	-38	7	10	7
O=C(Cc1ccccc1)NC(NC(=S)Nc1cc(Cl)ccc1Cl)C(Cl)(Cl)Cl (stereo not given)	0	3.5	-1.5	3.1	2.4	.	-15	-15	40	-28	-15
Cc1cc(CNC(=O)c2ccc3oc(C(C)C)nc3c2)nn1C	-4	6.0	3.1	8.6	-3.5	96	-10	18	12	21	-2
Cc1cccc(N(CC(=O)NC2CCCC2)C(=O)CCC(=O)Nc2cc(C)on2)c1	-1	-1.5	-0.4	3.6	-1.3	95	6	8	27	6	412

Later entries.
SMILES	HTR5A ag ctr	phage Ecoli inh	Ecoli viability	AddAB inh	MOR-DOR ag	DSG3 Ab inh	PKA-R1A activ	OPRM1-OPRD1 inv	PfHsp90 yeast 2	HTR5A inv ag	Mot1-301 SUMO
COC(=O)C1CCN(C(=O)COC(=O)CSc2ccc(C(N)=O)cc2[N+](=O)[O-])CC1	0	2.9	1.8	2.7	-0.9	-13	2	6	3	1	.
O=C(CCC1CCCCC1)Nc1ccccc1C(=O)N1CCOCC1	-5	3.9	-0.8	2.8	-1.9	86	1	12	-1	12	1
CCOC(=O)N1CCC(NC(=O)c2ccc(Cl)cc2)CC1	-4	3.1	3.7	2.4	-1.7	.	-10	8	-16	1	-11
Cc1oc2c(c1C(=O)Nc1cccc3ccccc13)CCCC2	9	1.8	-1.5	0.6	3.9	93	-7	-19	-14	-23	11
CCOc1ccccc1C=C1SC(=S)N(CC)C1=O	0	4.4	.	.	3.6	93	-3	-18	-1	-1	.
CC(C)CNC(=O)CSc1ccc(S(=O)(=O)N2CCN(C)CC2)cn1	-1	0.5	0.0	1.4	1.0	100	-1	-4	9	3	1
Cc1ccc(N2C(=O)CC(N3CCN(c4ccc(F)cc4)CC3)C2=O)c(C)c1 (stereo not given)	-3	3.9	3.8	5.6	-2.7	107	6	13	9	11	-8
O=C(COc1cccc(Br)c1)N/N=C1\CCSC1	-1	-0.5	0.8	0.4	3.9	108	-4	-19	.	24	14
O=C(Nc1ccccc1C(=O)NCC1CCCO1)c1ccc(Cl)cc1 (stereo not given)	-2	-1.3	0.0	0.4	-2.3	102	-11	12	-4	6	-5
Cc1nn(C)cc1C(C(=O)NC1CCCCC1)N(CCc1ccccc1)C(=O)c1cnccn1 (stereo not given)	-2	0.8	2.9	4.7	1.8	105	-8	-10	-30	-1	-6

More entries
SMILES	HTR5A ag ctr	phage Ecoli inh	Ecoli viability	AddAB inh	MOR-DOR ag	DSG3 Ab inh	PKA-R1A activ	OPRM1-OPRD1 inv	PfHsp90 yeast 2	HTR5A inv ag	Mot1-301 SUMO
Cc1nnc(N2C(=O)C(O)=C(C(=O)c3ccco3)C2c2ccc(C(C)C)cc2)s1 (stereo not given)	3	-0.5	-1.9	4.6	-0.3	115	4	2	-3	-11	-1
CCCn1c(SCC(=O)NC(C)C23CC4CC(CC(C4)C2)C3)n[nH]c1=O (stereo not given)	-1	2.9	-1.1	1.4	-0.9	102	6	5	0	3	-15
NS(=O)(=O)c1ccc(NC(=S)N2CCC(Cc3ccccc3)CC2)cc1	0	3.6	-0.6	2.9	-1.6	93	-9	7	-7	-1	-11
CCCCCCOC(=O)Cc1c(C)nc(-c2ccccc2)[nH]c1=O	5	3.5	-1.0	-3.5	-0.7	102	-1	4	-1	-15	-13
COc1cccc(-c2nn(-c3ccccc3)cc2CN(C)Cc2ccno2)c1	-1	5.6	3.0	2.1	-3.4	107	-7	18	3	3	1
N#C/C(=C\c1c(N2CCC(C(N)=O)CC2)nc2ccccn2c1=O)C(=O)NCc1ccco1	-4	0.4	-1.5	1.8	-2.9	102	0	17	20	12	-8
